Screening data: PubChem BioAssay, several laboratories
HDAC3 inh = HDAC3 deacetylase inhibitors, primary screen, biochemical, fluorescence, cell-free homogeneous; Histone deacetylase 3 (Homo sapiens), O15379; recombinant HDAC3, fluorogenic peptide/trypsin coupled; inhibition, % at 8.3 µM; 0.15% of 320,000 active; in the data active = inhibition above about 26%, passing the limit was not always enough
Target sequence (O15379 whole entry, looked up): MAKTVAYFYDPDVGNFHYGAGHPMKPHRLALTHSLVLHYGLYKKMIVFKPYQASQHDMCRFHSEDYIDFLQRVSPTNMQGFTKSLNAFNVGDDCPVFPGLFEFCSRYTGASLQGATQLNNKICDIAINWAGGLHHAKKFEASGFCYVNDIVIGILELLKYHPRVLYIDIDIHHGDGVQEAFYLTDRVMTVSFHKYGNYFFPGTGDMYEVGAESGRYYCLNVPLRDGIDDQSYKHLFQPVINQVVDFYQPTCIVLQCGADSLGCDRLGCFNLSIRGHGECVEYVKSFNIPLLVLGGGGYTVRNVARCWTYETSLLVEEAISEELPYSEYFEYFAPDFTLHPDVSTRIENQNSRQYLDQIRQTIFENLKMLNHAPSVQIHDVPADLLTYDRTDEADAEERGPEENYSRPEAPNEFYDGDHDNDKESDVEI
MrgX1 ag = agonists of human MrgX1 receptor, primary screen, HEK293 cells, Fluo-4 calcium flux; Mas-related G-protein coupled receptor member X1 (Homo sapiens), Q96LB2; Fluo-4 calcium fluorescence, agonist mode; hits give high values; B-score at 10 µM; 0.44% of 310,000 active; AID 588627, 2011;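 active = calcium response B-score plate-corrected fluorescence ratio at least 3 library SD, with starting fluorescence B-score inside 5 SD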
Target sequence (Q96LB2 whole entry, looked up): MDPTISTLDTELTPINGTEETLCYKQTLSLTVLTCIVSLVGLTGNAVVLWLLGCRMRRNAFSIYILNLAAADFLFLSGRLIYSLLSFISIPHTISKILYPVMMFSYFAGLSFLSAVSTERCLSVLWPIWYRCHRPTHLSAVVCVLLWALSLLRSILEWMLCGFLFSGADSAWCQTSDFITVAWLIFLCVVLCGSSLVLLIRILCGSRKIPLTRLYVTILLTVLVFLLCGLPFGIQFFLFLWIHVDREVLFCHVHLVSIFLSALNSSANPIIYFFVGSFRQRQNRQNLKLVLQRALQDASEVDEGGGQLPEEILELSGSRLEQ
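System – MrgX1-expressing HEK293 cells · Incubation – cells plated overnight, dye loaded 0.5 h 37 °C, 0.5 h room temperature · Technique – kinetic Fluo-4 NW fluorescence of intracellular calcium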
TRPC6 act = mouse TRPC6 channel activators, primary screen, cell-based, HEK293, membrane potential dye | HEK293-TRPC6 membrane potential dye fluorescence; hits give high values | 0.13% of 310,000 active | AID 2550, 2010 | Short transient receptor potential channel 6 (Mus musculus), Q61143 | B-score at 10 µM;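 active = B-score of the integrated fluorescence ratio above library mean plus 3 SD, and starting fluorescence ratio within library mean plus 5 SD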;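 note: higher score means more depolarization so channel activation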
MrgX1 antagonist = antagonists of human MrgX1 receptor, primary screen, HEK293 cells, Fluo-4 calcium flux; B-score at 10 µM; 1.3% of 310,000 active; BAM8-22 antagonism; hits give low values; Mas-related G-protein coupled receptor member X1 (Homo sapiens), Q96LB2;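 active = calcium-response B-score plate-corrected more than 3 library SD below zero, starting fluorescence within 5 deviations, no agonist response on first addition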;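 note: peak minus trough fluorescence over baseline after final BAM8-22 challenge near maximal dose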
TMEM16A inh = TMEM16A chloride channel inhibitors, primary screen, cell-based, HTS. HEK293 TMEM16A/YFP iodide influx fluorescence, ionomycin. normalized B-score (activity score, 25-100; higher = stronger inhibition) at 10 µM. 1.2% of 310,000 active. AID 588511, 2011;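 active = ratio plate-corrected score three or more library SD toward inhibition, starting fluorescence score within five deviations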;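 note: score derived from kinetic fluorescence span divided by baseline fluorescence per well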
RGS4 pot = RGS4 potentiators or activators, primary screen, cell-based, HEK293 M3R inducible RGS4, calcium flux. carbachol calcium flux Fluo4; hits give low values. B-score at 10 µM. 0.92% of 310,000 active;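 active = B-score of the integrated calcium signal more than 4 SD below the library mean, with starting fluorescence not abnormally high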;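 note: negative B-score means reduced calcium response which marks RGS4 activation or potentiation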
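Also added: carbachol at ECmax as muscarinic agonist stimulus; Assay system: HEK293 cells with stable M3R and inducible RGS4; Timing: overnight RGS4 induction, 30 min dye load 37 °C, 20 min compound RT; Measured by: Fluo4-AM (2 µM) calcium-flux fluorescence, kinetic read.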
SKKanGAS inh = S. pyogenes SKKanGAS growth inhibitors in kanamycin, primary screen, streptokinase expression inhibitor project, SKKanGAS strain, BacTiter-Glo luminescence | 6 h | inhibition, % at 7.5 µM | 1.3% of 300,000 active | AID 1662, 2009;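 active = mean replicate score, as percent of positive control median, at least 50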;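 note: strain carries kanamycin resistance gene driven by streptokinase promoter and grows in 40 µg/ml kanamycin; loss of luminescence reflects streptokinase promoter inhibition or plain growth inhibition; 0% = median of DMSO wells and 100% = positive control at its reference dose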
MrgX1 allo act = positive allosteric modulators of MrgX1, primary screen, HEK293 cells, Fluo-4 calcium flux | FDSS; hits give high values | B-score at 10 µM | 0.63% of 310,000 active | AID 588675, 2011;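 active = plate-corrected calcium response at least 3 library SD above typical, normal starting fluorescence, not activating the receptor alone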;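 note: compound read alongside a low EC10 to EC30 dose of BAM8-22 agonist; peak minus trough fluorescence over baseline measured at the second addition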
RGS4 block = RGS4 inhibitors, primary screen, cell-based, HEK293 M3R inducible RGS4, calcium flux. B-score at 10 µM. Fluo-4 calcium flux; hits give high values; triggered by carbachol at its EC20. AID 463165, 2010. 0.45% of 310,000 active. Regulator of G-protein signaling 4 (Homo sapiens), P49798;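 active = B-score, a plate-corrected calcium signal, over three deviations above library mean, with baseline fluorescence within five deviations of library mean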;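 note: RGS4 expression induced by doxycycline in cells with stable M3 receptor; B-score is computed from the integrated fluorescence ratio over baseline after carbachol; higher B-score means a larger calcium signal and so more RGS4 inhibition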
Target sequence (P49798 whole entry, looked up): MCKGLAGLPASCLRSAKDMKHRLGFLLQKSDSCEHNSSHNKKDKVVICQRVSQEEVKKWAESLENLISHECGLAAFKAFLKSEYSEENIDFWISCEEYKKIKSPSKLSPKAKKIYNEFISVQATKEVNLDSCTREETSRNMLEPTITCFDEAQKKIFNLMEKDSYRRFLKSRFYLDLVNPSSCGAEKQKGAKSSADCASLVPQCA
TRPC6 inh = mouse TRPC6 channel inhibitors, primary screen, cell-based, HEK293, membrane potential dye; B-score at 10 µM; 1.1% of 310,000 active; ACh-evoked depolarization; hits give low values; AID 2553, 2010; Short transient receptor potential channel 6 (Mus musculus), Q61143;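 active = B-score under library mean minus 3 SD, initial fluorescence not abnormally high, positive integrated signal ratio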;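 note: B-score derived from integrated fluorescence ratio over the kinetic read; more negative B-score means stronger inhibition of depolarization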
TMEM16A act = TMEM16A chloride channel activators or potentiators, primary screen, cell-based, HTS. HEK293 TMEM16A/YFP-H148Q/I152L, iodide quench fluorescence; hits give low values. B-score at 10 µM. 0.3% of 340,000 active. AID 623877, 2012;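 active = fluorescence-ratio B-score plate-corrected deviation score at least 3 library SD below zero, with starting fluorescence score within 5 deviations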;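 note: channel opened by trigger with iodide after compound preincubation; score built on the fluorescence ratio of max minus min over baseline; more negative score means more quench and so TMEM16A activation or potentiation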
An asterisk follows results filed as active; i = inactive; . = not tested or not shown.

SMILES | HDAC3 inh | MrgX1 ag | TRPC6 act | MrgX1 antagonist | TMEM16A inh | RGS4 pot | SKKanGAS inh | MrgX1 allo act | RGS4 block | TRPC6 inh | TMEM16A act
Cc1ncc(CN2CCN(C3CCCC3)C(CCO)C2)s1 (stereo not drawn) | 6 | i | i | i | i | i | 1 | i | i | i | i
COc1cc(C)c(-c2[nH]ncc2-c2csc(C)n2)c(O)c1 | -1 | i | i | i | i | i | -5 | i | i | i | i
Cc1ccc(C(=O)NC2CCCCCC2)o1 | -4 | i | i | i | i | i | 1 | i | i | i | i
Cn1c(=O)c2cc(S(=O)(=O)NC(C(=O)Nc3cccc(F)c3)c3ccccc3)ccc2n(C)c1=O (stereo not drawn) | 9 | i | i | i | i | i | 0 | i | i | i | i
CS(=O)(=O)Nc1ccc(C(=O)Nc2ccccc2C(=O)N2CCCC2)cc1 | -13 | i | i | i | i | i | -5 | i | i | i | i
Cn1c(Cc2csc(N)n2)nnc1SCC(=O)NCc1ccccc1 | -9 | i | i | i | i | i | 3 | i | i | i | i
CCCCCCn1c(CN2CCCC(C)C2)nc2c1c(=O)n(C)c(=O)n2C (stereo not drawn) | 4 | i | i | i | i | i | 5 | i | i | i | i
CS(=O)(=O)N1CCC(C(=O)Nc2ccc(F)c(Cl)c2)CC1 | 2 | i | i | i | i | -8.4* | 2 | i | i | i | i
C/C(N)=C(/C#N)C(=O)CSc1nc2ccc(C)cc2[nH]1 | 0 | i | i | i | i | i | -3 | i | i | i | i
CC(=O)c1cc2c(cc1NC(=O)CCn1cnnn1)OCO2 | 7 | i | i | i | i | i | 1 | i | i | i | i
COCCCN(C(=O)Cc1ccc(Cl)c(Cl)c1)c1c(N)n(Cc2ccccc2)c(=O)[nH]c1=O | -7 | i | i | i | i | i | -6 | i | i | i | i
Cc1nc2c(C)cccc2c2c1CCN2c1ccccc1F | -45 | i | i | i | i | i | 7 | i | i | -5.8* | i
CCOC(=O)C(C(=O)OCC)N(C#N)c1nc(SC)nc(N(C)C)n1 | 7 | i | i | i | i | i | -5 | i | i | i | i
O=C(O)c1ccc(/C=N/NC(=O)c2ccc3c(c2)OCCO3)cc1 | 6 | i | i | i | i | i | 0 | i | i | i | i
NS(=O)(=O)c1ccc(NC(=O)c2ccc(CNS(=O)(=O)c3cc(C(F)(F)F)ccc3Cl)cc2)cc1 | 2 | i | i | i | i | i | 6 | i | i | i | i
COc1cccc(NC(=O)Cc2nnc(SCC(=O)NC3CCCC3)n2C)c1 | 0 | i | i | i | i | i | 8 | i | i | i | i
CCOC(=O)C1CCN(S(=O)(=O)c2ccc(C)c(C)c2)CC1 | -4 | i | i | i | i | i | 1 | i | i | i | i
Cc1cccc(OCc2nnc(SCc3cc(=O)n4cc(Br)ccc4n3)o2)c1 | 2 | i | i | i | i | i | -4 | i | i | -8* | i
O=C(CSc1ccc(Cl)cc1)Nc1ccccc1N1CCN(C(=O)c2ccc(Cl)cc2)CC1 | 10 | i | i | i | i | i | 32 | i | i | i | i
CC(=O)c1ccc(NC(=O)N[C@@H](CC(C)C)C(=O)O)cc1 | 0 | i | i | i | i | i | -5 | i | i | i | i
CC(=O)Oc1ccccc1/C=C1\CCOC1=O | 2 | i | i | i | i | i | -2 | i | i | i | i
COc1ccccc1CN=C1NC(=O)C(CC(=O)Nc2ccc(OC)c(OC)c2)S1 (stereo not drawn) | 2 | i | i | i | i | i | -1 | i | 5.6* | i | i
CCCC(=O)N(c1ccc2oc(C)c(C(C)=O)c2c1)S(=O)(=O)c1ccc(C)c([N+](=O)[O-])c1 | -2 | i | i | i | i | i | -2 | i | i | i | i
N#CC1=C(O)C(c2ccccc2)n2c1nc(=O)c1ccccc12 (stereo not drawn) | -53 | i | i | i | i | i | -3 | i | i | i | i
COc1ccc(CN2CCC(n3nccc3NC(=O)c3cccc(F)c3)CC2)cc1O | 4 | i | i | i | i | i | 8 | i | i | i | i
Going on with the list:
SMILES | HDAC3 inh | MrgX1 ag | TRPC6 act | MrgX1 antagonist | TMEM16A inh | RGS4 pot | SKKanGAS inh | MrgX1 allo act | RGS4 block | TRPC6 inh | TMEM16A act
CCN(CC)CCCC(C)NC1=NCCCCC1 (stereo not drawn) | 3 | i | i | i | i | i | 0 | i | i | i | i
O=C(COc1ccccc1)NCc1ccc2c(c1)OCO2 | 10 | i | i | i | i | i | 8 | i | i | i | i
O=C(CCc1nc2ccccc2[nH]1)N1CCc2ccccc2C1 | -5 | i | i | i | i | i | 1 | i | i | i | i
Cc1ccccc1OCC(O)Cn1c(NCc2ccco2)nc2c1c(=O)n(C)c(=O)n2C (stereo not drawn) | 3 | i | i | i | i | i | -4 | i | i | i | i
COc1cc(OC)c(C(=O)NCCCn2ccnc2)cc1OC | 7 | i | i | i | i | i | -2 | 6.5* | i | i | i
Cc1ccc(C(=O)NC2CCCCC2)cc1S(=O)(=O)N1CCCC1 | 7 | i | i | i | i | i | -10 | i | i | i | i
CC(C)(C)C(C(=O)O)N1CCS(=O)(=O)CC1 (stereo not drawn) | 11 | i | i | i | i | i | 2 | i | i | i | i
COc1ccc(-c2nc3c(c(SCC(=O)N4CCOCC4)n2)COC(C)(C)C3)cc1 | -1 | i | i | i | i | i | 8 | i | i | i | i
CC1CC(C)CN(C(=O)CSc2nc(Cc3cccs3)nc3ccccc23)C1 (stereo not drawn) | 4 | i | i | i | i | -7.1* | -1 | i | i | i | i
CCOc1ccccc1-c1cc(C(=O)N/N=C/c2cccnc2)c2ccccc2n1 | 3 | i | i | i | i | i | 7 | i | i | i | i
CC(=O)CCC(=O)NCCc1ccccc1F | 1 | i | i | i | i | i | -1 | i | i | i | i
COc1ccccc1C(=O)NN(C)C1=NS(=O)(=O)c2ccccc21 | -6 | i | i | i | i | i | -5 | i | i | i | i
CCC1(C)Cc2c(sc3[nH]c(=S)[nH]c(=S)c23)CO1 (stereo not drawn) | -2 | i | i | i | i | i | 1 | i | i | -8.9* | i
Cc1ccc(-c2nc(SCC(N)=O)c(C#N)c3c2CCCC3)cc1 | 8 | i | i | i | i | i | -10 | i | i | i | i
CN1C(=O)[C@H]2[C@@H](/C=C/c3ccccc3)N3C(=O)CN(Cc4ccccc4)C(=O)[C@@]3(C)[C@H]2C1=O | -7 | i | i | i | i | i | 6 | i | i | i | i
COc1ccc([N+](=O)[O-])cc1N(CC(=O)NC(C(C)C)C(C)C)S(C)(=O)=O | 3 | i | i | i | i | i | -1 | i | i | i | i
C/C(=N/O)c1ccc(Oc2cnccn2)cc1 | -1 | i | i | i | i | i | -5 | i | i | i | i
Cc1ccc(NC(=S)NCc2ccc3c(c2)cc(C)n3C)c(C)c1 | 0 | i | i | i | i | i | 7 | i | i | i | i
COC(=O)Nc1cc(C(=O)c2ccc(Cl)cc2Cl)c[nH]1 | -5 | i | i | i | i | i | 0 | i | i | i | i
Cc1cccc2cc(CN(CC3CCCO3)C(=S)Nc3ccccc3)c(=O)[nH]c12 (stereo not drawn) | 6 | i | i | i | i | i | 6 | i | i | i | i
CC(C)Cn1c(=O)c(C(=O)N/N=C/c2cccc(F)c2)c(O)c2ccccc21 | 3 | i | i | i | i | i | 64* | i | i | i | i
CC(NC(=O)Cn1cnnn1)c1cccc(C(F)(F)F)c1 (stereo not drawn) | 0 | i | i | i | i | i | 0 | i | i | i | i
O=c1c2ccccc2nnn1Cc1ccccn1 | -3 | i | i | i | i | i | -2 | i | i | i | i
CCc1cc2c(=O)c(-c3nc4ccccc4n3C)c(CCCC(=O)O)oc2cc1OC(=O)C(C)(C)C | -1 | i | i | i | i | i | 12 | i | i | i | i
CC(Oc1ccc(Cl)cc1Cl)C(=O)Nc1cccnc1 (stereo not drawn) | 8 | i | i | i | i | i | 3 | i | i | i | i
(further entries)
SMILES | HDAC3 inh | MrgX1 ag | TRPC6 act | MrgX1 antagonist | TMEM16A inh | RGS4 pot | SKKanGAS inh | MrgX1 allo act | RGS4 block | TRPC6 inh | TMEM16A act
CCc1nc(SCC(=O)c2cccs2)c2oc3ccccc3c2n1 | 3 | i | i | i | 100* | i | 34 | i | i | i | i
CC(NC(=O)/C(=C\c1ccco1)NC(=O)c1ccccc1Br)C(=O)O (stereo not drawn) | 3 | i | i | i | i | i | 2 | i | i | i | i
O=C(c1cc(COc2ccc(F)cc2Cl)on1)N1CCCCC1c1cccnc1 (stereo not drawn) | -3 | i | i | i | i | i | -1 | i | i | i | i
Cc1ccc(S(=O)(=O)N2CCN(C(=O)C(C)Cn3cncn3)CC2)cc1 (stereo not drawn) | -3 | i | i | i | i | i | -11 | i | i | i | i
Cc1ccc(/C=N/NC(=O)c2nc3nc(C)cc(C)n3n2)cc1 | 5 | i | i | -4.7* | i | i | -5 | i | i | i | i
COc1ccc(-c2noc(-c3ccccc3C(=O)NCC3CCCO3)n2)cc1 (stereo not drawn) | 1 | i | i | i | i | i | 1 | i | i | i | i
O=C(N/N=C/c1ccc2nccnc2c1)c1ccccc1O | . | i | i | i | i | i | -1 | i | i | i | .
COc1ccccc1NC(=O)CN1CCC(C(=O)c2ccc(F)cc2)CC1 | 1 | i | i | i | i | i | -5 | i | i | i | i
O=C(N/N=C/c1oc(O)c2ccccc12)c1ccccc1 | -4 | i | i | i | i | i | 7 | i | i | i | i
OCCNCCCCOc1ccc(OCc2ccccc2)cc1 | -4 | i | i | i | i | i | -7 | i | i | i | i
Cn1c(=O)c2[nH]c(COc3ccc(C(C)(C)C)cc3)nc2n(C)c1=O | . | i | i | i | i | i | 10 | i | i | i | i
O=C1CC(c2ccccc2)CC(O)=C1C=Nc1ccc(Cl)cc1 (stereo not drawn) | -4 | i | i | i | i | i | 1 | i | i | i | i
O=Cc1coc2ccc3ccccc3c2c1=O | 8 | i | i | i | i | i | -7 | i | i | i | i
